# PTAP TSG101 blk: blocks PTAP/TSG101 interaction to inhibit HIV-1 budding; Q99816; Fluorescence polarization, FITC-PTAP peptide / Tsg101 binding; Potency, µM (series often up to 115 µM), for the others: at the highest dose activity change, negative = inhibition, hits mostly inhibitors; 340,000 tested, under 10 active; AID 493005; active means well fitted inhibition curve with a large enough effect in the main read-out, with a control signal flat, not every such curve was filed as active; inconclusive means small, poorly fitted or top-dose-only effect, or effect the other way, or a change in a side signal; inactive means no such curve, though single readings can be large or run the other way; further: potency means the concentration at half of the fitted maximal effect; % of control where 0% means no effect
#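 Steps: Tsg101 binding domain dispensed (10 uM final), compounds pinned in DMSO, FITC-labeled PTAP-motif peptide added (50 nM final); after 20 min binding at room temperature, polarization measured.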
# B2AR arrestin: recruits beta-arrestin to the human beta2-adrenergic receptor | P07550 | beta-arrestin recruitment to beta2AR, cell-based reporter | Potency, µM (titrated, usually from 46.1 µM), for inactives: top-dose activation, most hits filed as activators | 330,000 tested, 0.02% active;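 further: potency means the concentration at half of the fitted maximal effect; 0% = DMSO controls and full agonism = EC100 isoproterenol or metaproterenol; nearly all actives have a fitted effect of over 65% in size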
# Menin-MLL TR inh: inhibitors of human menin-MLL interaction, mutant MLL peptide; O00255; Menin + Texas Red MLL mutant peptide, fluorescence polarization; Potency, µM (top dose mostly 61.6 µM), inactives show at the highest dose FP activity change, negative = inhibition, most hits filed as inhibitors; 270,000 tested, 0.23% active; active means well fitted inhibition curve with a large enough effect in the polarisation, with a control signal flat, not every such curve was filed as active; inconclusive means small, poorly fitted or top-dose-only effect, or effect the other way, or a change in a side signal; inactive means no such curve, though single readings can be large or run the other way; the % refers to the polarisation; further: potency means the concentration at half of the fitted maximal effect; % of control where 0% means no effect; many of its hits are not listed in these tables
# Tb PFK inh: T. brucei PFK enzyme inhibition | AID 485367 | T. brucei PFK, ADP-Glo luminescence | Potency, µM (titrated, usually from 57.5 µM), for inactives: at the top dose activity, negative = inhibition, usual class: inhibitors | 330,000 tested, 0.17% active;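 further: potency means the concentration at half of the fitted maximal effect; 0% = uninhibited 1x PFK enzyme wells and -100% = no-enzyme wells; nearly all actives have a fitted effect of over 60% in size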
#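 ADP-Glo luminescence quantified ADP after 45 min at room temperature, with 1.25 nM T. brucei PFK, 0.1 mM ATP and 0.5 mM fructose-6-phosphate in pH 8.0 TEA buffer. qHTS titrations up to 57 µM; curves classified by quality.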
# a7 integrin act: activators of alpha7 integrin expression for muscular dystrophy; alpha7betagal myoblasts, beta-gal FDG fluorescence, 48 h; 350,000 tested, 0.064% active; Potency, µM (series often up to 38.3 µM), for the others: at the top dose activation, actives largely listed as activators; AID 624291;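 further: potency means the concentration at half of the fitted maximal effect; 100% = response of the positive control SU9516; nearly all actives have a fitted effect of over 60% in size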
#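 Alpha7betagal+/- myoblasts (passage 13) were plated 16-24 hr, then exposed to compounds (1:260 dilution of DMSO stock) for 48 hours at 37C. After MPER lysis, β-galactosidase reporter activity was read as FDG fluorescence (ex 480/em 540) after 30 minutes.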
# ASM inhibitor: blocks human secretory acid sphingomyelinase. AID 504937. Potency, µM (titrated, usually from 57.5 µM), inactives show at the highest dose activity change, negative = inhibition, usual class: inhibitors. 340,000 tested, 0.006% active. placental ASM, HMU-PC fluorogenic substrate, 60 min. P17405; further: potency means the concentration at half of the fitted maximal effect
# Target sequence (P17405 47-631 limits assumed): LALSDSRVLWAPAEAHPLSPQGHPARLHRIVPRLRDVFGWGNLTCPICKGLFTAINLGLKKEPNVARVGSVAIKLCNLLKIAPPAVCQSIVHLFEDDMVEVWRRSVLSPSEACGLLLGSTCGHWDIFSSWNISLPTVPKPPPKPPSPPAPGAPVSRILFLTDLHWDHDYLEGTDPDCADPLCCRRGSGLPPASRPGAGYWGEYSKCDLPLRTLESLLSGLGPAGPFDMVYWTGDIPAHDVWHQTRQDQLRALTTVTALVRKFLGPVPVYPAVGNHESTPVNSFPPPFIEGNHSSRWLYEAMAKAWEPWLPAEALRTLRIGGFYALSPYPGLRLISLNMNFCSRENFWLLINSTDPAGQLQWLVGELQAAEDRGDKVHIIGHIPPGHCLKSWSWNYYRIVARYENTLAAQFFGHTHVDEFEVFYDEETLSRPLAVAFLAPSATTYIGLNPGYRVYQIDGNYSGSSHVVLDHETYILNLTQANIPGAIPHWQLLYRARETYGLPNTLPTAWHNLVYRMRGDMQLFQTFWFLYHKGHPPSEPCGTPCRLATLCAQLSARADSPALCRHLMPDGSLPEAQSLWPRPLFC
#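 Human placenta-derived ASM enzyme was preincubated with compound for 10 minutes at room temperature, then given fluorogenic substrate HMU-PC0 (9 uM final) for 60 minutes at 37 °C; a pH 10 stop preceded fluorescence reading at Ex 386/Em 447 nm.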
# Giardia killer: Giardia lamblia killing; 340,000 tested, 0.15% active; activity change, % at 7.66 µM, hits read low; AID 540267; Giardia lamblia trophozoite viability; in the data active means activity change below about -80%; inconclusive means between about -30% and that limit;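 further: parasites exposed to compound for two days anaerobically before the ATP read; on the % scale 0 is the no-effect control and ±100 the full control effect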
#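 Giardia trophozoites, 100 cells per well, were exposed to compounds for 48 hrs at 37 deg C under anaerobic conditions; viability was then read as ATP content by bioluminescence after 15-30 min at room temperature.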
# FBPA coupling cs: counter-screen for Giardia aldolase inhibitors: coupling enzyme system. coupling enzyme system counterscreen, AmpLite Red fluorescence. 290,000 tested, 0.67% active. activity change, negative = inhibition, % at 58.2 µM, hits read low; in the data active means activity change below about -30%; further: on the % scale 0 is the no-effect control and ±100 the full control effect
#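 Counterscreen of the coupled detection system alone, without aldolase: glyceraldehyde-3-phosphate coupling enzymes plus AmpLite Red readout. Compounds at 57.5 uM final, 10 min RT preincubation, 20 min RT reaction, fluorescence 525/598 nm.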
# PKM2 act: activators of human pyruvate kinase M2 | purified PKM2, Kinase-Glo ATP luminescence, activation; response scale: 0% is enzyme alone, no compound | P14618 | 260,000 tested, 0.34% active | Potency, µM (top dose mostly 57.5 µM), for the others: top-dose activation, actives largely listed as activators; further: potency means the concentration at half of the fitted maximal effect; on the % scale 0 is the no-effect control and ±100 the full control effect; nearly all actives have a fitted effect of over 55% in size
#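 Purified hPK-M2 (>95% pure) converted ADP (0.1 mM final) to ATP with 0.5 mM PEP in 50 mM imidazole pH7.2, KCl, MgCl2, Tween 20, BSA; 1 h at room temperature. ATP detected by Kinase-Glo luminescence.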
# GALK inhibitor: inhibitors of human galactokinase | P51570 | Purified GALK, Kinase-Glo residual ATP luminescence | Potency, µM (highest dose often 57.5 µM), for the others: top-dose activity change, negative = inhibition, most hits filed as inhibitors | 270,000 tested, 0.007% active; further: potency means the concentration at half of the fitted maximal effect; on the % scale 0 is the no-effect control and ±100 the full control effect
# Target sequence (P51570 whole entry, looked up): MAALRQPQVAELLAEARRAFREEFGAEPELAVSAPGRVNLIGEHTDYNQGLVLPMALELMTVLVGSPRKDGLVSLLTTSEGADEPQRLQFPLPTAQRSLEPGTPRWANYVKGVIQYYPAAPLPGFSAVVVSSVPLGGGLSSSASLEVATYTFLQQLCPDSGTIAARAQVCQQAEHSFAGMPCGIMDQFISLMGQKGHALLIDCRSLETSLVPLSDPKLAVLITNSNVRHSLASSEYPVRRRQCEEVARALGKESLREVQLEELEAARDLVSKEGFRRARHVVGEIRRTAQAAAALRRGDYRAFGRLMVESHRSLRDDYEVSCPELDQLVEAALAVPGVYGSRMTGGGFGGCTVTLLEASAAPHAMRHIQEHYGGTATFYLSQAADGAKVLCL
#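 Compounds were pin-transferred into ATP buffer (35 uM final), then GALK plus galactose (5 nM, 100 uM final) was added. After 1 h at room temperature, Kinase-Glo Plus was added and luminescence read after 10 min.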
# Chronic BCR inh: blocks chronic active B-cell receptor signaling; AID 493014; ABC-DLBCL IkBa-CBG/CBR reporter, luminescence ratio, 4 h; 340,000 tested, 0.05% active; Potency, µM (titrated, usually from 46.1 µM), inactives show top-dose ratio change, negative = lower green/red ratio, most hits filed as inhibitors; active means well fitted inhibition curve with a large enough effect in the signal ratio, with a control signal flat, not every such curve was filed as active; inconclusive means small, poorly fitted or top-dose-only effect, or effect the other way, or a change in a side signal; the % refers to the signal ratio;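 further: potency means the concentration at half of the fitted maximal effect; plate controls were basal doxycycline-induced cells for no effect and cells given 10 µM MG132 for full effect; MG132 reads +100%, hits lower the ratio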
#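 TMD8 human ABC-DLBCL cells with doxycycline-inducible IκBα–green luciferase fusion and unfused red luciferase, in 0.5% FBS medium; compounds up to 46 uM, 4 h at 37C. Green/red luminescence ratio, filter-overlap corrected, fitted to concentration-response curves.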
# Numbers without * were called inactive; ? = inconclusive; . = not tested or not shown; [ ] = dose if it differs, or a comment. Unless noted, the call rests on the fitted dose curve; in most records, active means well fitted curve in the direction sought with a large enough effect; inconclusive means small, poorly fitted or top-dose-only effect, or another doubt; inactive means no such curve, though single readings can be large; an effect the other way counts as inactive or inconclusive. Only part of the results is shown; rates above refer to the full screens.
item | SMILES | PTAP TSG101 blk | B2AR arrestin | Menin-MLL TR inh | Tb PFK inh | a7 integrin act | ASM inhibitor | Giardia killer | FBPA coupling cs | PKM2 act | GALK inhibitor | Chronic BCR inh
1 | O=C1C(Cl)=C(N2CCCC2)C(=O)N1c1ccccc1F | -3% | 0.2% | 15% | -4% | 0% | 0% | -6 | 3 | 16% | -2% | -10%
2 | O=C(Nc1cccc(C(F)(F)F)c1)/C(=C\c1ccco1)NC(=O)c1cccs1 | -2% | -0.4% | -6% | 5% | 14% | -1% | 15 | 1 | -13% | -2% | 2%
3 | CN(c1ccccc1)S(=O)(=O)c1ccc(NC(=S)Nc2ccccc2)cc1 | -6% | 3.1% | -6% | 0% | -4% | 0% | -8 | -2 | 5% | -4% | ?
4 | Cc1ccc(OCC(=O)Nc2ccccc2F)cc1C | -1% | 0.0% | 7% | -1% | 17% | 9% | 19 | 1 | -1% | -2% | ?
5 | COCCNC(=O)/C(C#N)=C/c1ccc(OCc2ccccc2)cc1 | -3% | -0.9% | ? | 4% | 3% | 1% | -11 | 0 | -8% | 7% | -15%
6 | CCNc1ccc(Br)cc(C(=O)/C=C/c2ccc(Cl)cc2Cl)c1=O | -5% | -0.1% | ? | 5% | -67%[inhibitor] | -13% | -6 | -12 | 14% | -5% | 11%
7 | Cc1nn(C)c(C)c1CNC(=O)Nc1cccc(Cl)c1C | -1% | -0.3% | 3% | -4% | -21% | -2% | -1 | 4 | -9% | 4% | -11%
8 | CCOc1ccc(NS(=O)(=O)c2cccc(C(=O)N(C)Cc3ccco3)c2)cc1 | -6% | 0.0% | . | -20% | 0% | -4% | 4 | . | . | . | -1%
9 | O=c1c2ccccc2nc2c3ccccc3ncn12 | -5% | 0.2% | -2% | 0% | -16% | 21% | -9 | 3 | -3% | 7% | -3%
10 | CCn1c(=O)c2c(nc(SCC(=O)Nc3ccccc3)n2C)n(C)c1=O | 0% | -0.1% | 0% | 3% | 31% | 1% | 15 | 0 | 14% | -1% | 9%
11 | NC(=O)C1CCN(C(=O)COc2ccc3ccccc3c2)CC1 | -3% | -0.9% | 19% | -2% | 0% | 2% | 7 | 0 | 12% | 0% | ?
12 | O=C(CN1CCN(S(=O)(=O)c2ccccc2C(F)(F)F)CC1)NCc1cccs1 | -3% | -0.4% | . | -10% | 0% | -2% | -20 | . | . | . | 2%
13 | CCOC(=O)C1Oc2ccccc2C(c2ccoc2)=C1C(=O)OC (stereo not drawn) | 2% | 5.1% | -18%[94.6 µM] | -2% | 0% | 4% | 15 | 0 | . | . | -1%
14 | COc1cc2c(C(=O)OCCN(C)C)c(CSc3ccccc3)n(C)c2cc1Br | 1% | -0.2% | -2% | 0% | 17% | -19% | 8 | 0 | . | 0% | 4%
15 | COc1cc(O)c(/C=N/NC(=O)c2ccncc2)c(OC)c1[N+](=O)[O-] | -9% | -0.1% | 21% | 4% | ? | -3% | -1 | -3 | 0% | 0% | -6%
16 | CC1CCN(c2cc(=O)n(C3CCCCC3)c(=O)[nH]2)CC1 | -7% | -0.3% | -5% | 0% | 2% | 3% | -6 | 0 | -1% | -2% | ?
17 | COc1ccc(-n2c(C)c(C(=O)O)c3cc(OC)c4ccccc4c32)cc1 | 0% | 0.9% | . | 2% | -15% | -6% | 5 | 2 | -4% | 7% | ?
18 | Cc1cccnc1NC(=O)Nc1ccccc1 | -6% | 0.0% | . | 2% | 11% | -2% | -9 | -1 | -2% | -3% | -2%
19 | C/C=C/c1ccc(OCCCCN2CCN(CC)CC2)c(OC)c1 | -8% | -0.2% | -9% | -4% | -15% | 2% | -3 | 0 | 2% | 4% | -14%
20 | CCc1[nH]nc2c1C1(C(=O)N(Cc3ccccc3)c3ccccc31)C(C#N)=C(N)O2 (stereo not drawn) | -7% | -0.8% | -11% | -14% | -17% | -2% | -10 | -2 | -4% | 0% | -3%
21 | Cc1cc(C)c(N=Cc2c(O)c3ccccc3oc2=O)c(C)c1 | 0% | 0.0% | -10% | -1% | 29% | 6% | -13 | 1 | -1% | 2% | ?
22 | COc1ccccc1-c1cc2ccccc2[nH]1 | 0% | 0.1% | ? | 1% | -9% | -11% | 6 | 5 | 2% | -3% | ?
23 | COc1ccc(OC)c(CCNC(=O)CC2Oc3ccccc3NC2=O)c1 (stereo not drawn) | 0% | 0.1% | 0% | -2% | -19% | 4% | 42[activator] | 1 | 1% | 2% | ?
24 | COc1ccc(OC)c2c(C)cc(C)nc12 | -1% | 3.7% | 7% | 0% | 17% | -7% | -26 | 0 | -3% | . | ?

# An excerpt of these results, screen by screen:
22	COc1ccccc1-c1cc2ccccc2[nH]1
18	Cc1cccnc1NC(=O)Nc1ccccc1
24	COc1ccc(OC)c2c(C)cc(C)nc12
19	C/C=C/c1ccc(OCCCCN2CCN(CC)CC2)c(OC)c1
17	COc1ccc(-n2c(C)c(C(=O)O)c3cc(OC)c4ccccc4c32)cc1
compound no.	22	18	24	19	17
PTAP TSG101 blk	0%	-6%	-1%	-8%	0%
B2AR arrestin	0.1%	0.0%	3.7%	-0.2%	0.9%
Menin-MLL TR inh	?	.	7%	-9%	.
Tb PFK inh	1%	2%	0%	-4%	2%
a7 integrin act	-9%	11%	17%	-15%	-15%
ASM inhibitor	-11%	-2%	-7%	2%	-6%
Giardia killer	6	-9	-26	-3	5
FBPA coupling cs	5	-1	0	0	2
PKM2 act	2%	-2%	-3%	2%	-4%
GALK inhibitor	-3%	-3%	.	4%	7%
Chronic BCR inh	?	-2%	?	-14%	?

# Going on with the list:
item | SMILES | PTAP TSG101 blk | B2AR arrestin | Menin-MLL TR inh | Tb PFK inh | a7 integrin act | ASM inhibitor | Giardia killer | FBPA coupling cs | PKM2 act | GALK inhibitor | Chronic BCR inh
25 | O=C(NC1CCCCC1)C(c1c(F)cccc1Cl)N(C(=O)c1csnn1)C1CC1 (stereo not drawn) | -4% | -0.5% | -13% | -2% | 5% | 1% | -12 | 0 | 0% | 12% | 0%
26 | O=C(Nc1ccc(Cc2ccncc2)cc1)c1ccc(Br)o1 | -7% | 0.3% | -28% | -15% | -12% | 2% | 1 | -2 | -1% | -12% | ?
27 | O=C(c1cnn2c(C(F)(F)F)cc(-c3ccccc3)nc12)N1CCCc2ccccc21 | -1% | 0.0% | ? | 0% | 8%[7.66 µM] | 2% | 4 | 3 | 1% | -3% | 6%
28 | Cc1nc(NC(=O)CN2CCOCC2)sc1-c1ccccc1 | 0% | -1.0% | -20% | 0% | -24% | -1% | -12 | 0 | 0% | -3% | ?
29 | Cc1cccc(CCNC(=O)c2cc(S(=O)(=O)N3CCCCC3)c[nH]2)c1 | 0% | 0.5% | 7% | 1% | -17% | -3% | 13 | 2 | 1% | . | -19%
30 | O=C(COC(=O)C(c1ccccc1)c1ccccc1)NCc1ccco1 | 0% | 4.1% | 12% | 1% | 0% | 0% | 4 | 0 | 8% | 11% | ?
